ERK EGF block: inhibitors of EGF-stimulated ERK signaling pathway; AID 1454; actives 0.41% (n = 130,000); Potency, µM (highest dose often 11.5 µM), for the others: at the highest dose activity change, negative = inhibition, actives largely listed as inhibitors; HEK293-V1b, EGF-stimulated phospho-ERK AlphaScreen; active = well fitted inhibition curve with a large enough effect; inconclusive = small, poorly fitted or top-dose-only effect, or effect the other way;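 also: plate controls were stimulated vehicle wells for no effect and unstimulated vehicle basal for full effect; nearly all actives have a fitted effect of over 55% in size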
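In this qHTS, HEK293 cells with stable type-1 vasopressin (V1b) receptor were exposed to compound at 37C for 30 min, stimulated 5 min with EGF at 25 nM, lysed, and probed for phospho-ERK by AlphaScreen.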
Starred values were filed as active, the others as inactive; ? = inconclusive; [ ] = remark or other dose. Potency is read from the fitted curve at half-maximal effect. Only part of the results is shown; the hit share may differ from the screen's.

SMILES	ERK EGF block
Cc1nnc(SCC(=O)N2CCc3ccccc3C2)n1-c1ccccc1	-3.2%
CCCCN(C(=O)Oc1ccccc1)C1CCS(=O)(=O)C1 (centres undefined)	4.7%[57.5 µM]
CN(CCc1ccccc1)Cc1nc(-c2cnccn2)no1	-2.1%
O=C(CCN1CCN(c2ccccc2)CC1)N/N=C/c1ccc([N+](=O)[O-])o1	-0.9%
O=C(CNC(=S)N(Cc1ccccc1)Cc1cccnc1)NC1CCCC1	2.6%
O=C(CSc1nnc(NC(=O)C2CCCCC2)s1)NCc1ccco1	1.2%
Cc1ccsc1/C=C(\C#N)C(=O)NCc1ccco1	4.0%
Cc1cccc(Sc2nc(-c3ccccc3)ncc2C(=O)O)c1	-8.3%
CC(C)C(=O)NC(=S)Nc1ccc(CN2CCOCC2)cc1	-6.6%
COc1ccc(C(=O)N/N=C/C2CC=CCC2)cc1OC (centres undefined)	7.6%
OCCn1c(-c2ccc(F)cc2)csc1=Nc1ccccc1	6.2%
CCc1cccc(C)c1NC(=S)NCc1ccccc1	0.5%
Oc1ccc(N=Nc2ccc(Br)cc2)c(O)c1	-7.2%[57.5 µM]
O=C(O)c1cn(CCOc2ccccc2Cl)c2ccccc12	-9.3%
C[C@H](NC(=O)c1nc[nH]c1C(=O)N1CCN(c2ccccc2)CC1)C(=O)OC(C)(C)C	-3.8%[57.5 µM]
O=C(O)c1ccc(/C=N/NC(=S)NCCN2CCOCC2)cc1	-8.8%
O=C(COC(=O)[C@H](Cc1ccccc1)NC(=O)c1cccs1)Nc1c(Cl)cccc1Cl	-8.4%
COC(=O)C1=C(C)N(C)C(=S)NC1c1ccccc1 (centres undefined)	0.8%
COc1cc([N+](=O)[O-])cc(/C=N/NC(=O)Cn2cncn2)c1O	8.8%[57.5 µM]
COCCNC(=O)CCCC(=O)NCCOC	-5.4%
COc1ccc(/C=N/NC(=O)Cc2cc(OC)c(OC)cc2[N+](=O)[O-])cc1	-7.7%
COc1cc(NC(=O)c2ccccc2)c(OC)cc1Cl	-8.1%
COCCN1C(=O)N[C@@H](c2cccc(C(F)(F)F)c2)C(C(C)=O)=C1C	-0.9%
Cn1nc(C(C)(C)C)cc1NC(=O)Nc1cc(Cl)cc(Cl)c1	-6.1%[57.5 µM]
Cc1ccccc1OCC(=O)NN1C(=O)C2C3C=CC(O3)C2C1=O (centres undefined)	7.6%
CCOC(=O)C(=CN=C(N)Nc1nc2ccccc2o1)C(=O)OCC	0.2%
COC(=O)C(NS(=O)(=O)c1ccc(C)cc1)c1ccccc1 (centres undefined)	-2.5%
Cc1ccc(-c2csc(=Nc3cccnc3)n2CCCn2ccnc2)cc1C	28.2µM*
CCOCCn1c(CN2CCOCC2)nc2c1c(=O)[nH]c(=O)n2C	14.5%
COCCNC(=O)c1ccccc1NC(=O)c1ccccc1SC	5.1%
O=C(Nc1ccc(Oc2ncnc3cc(Cl)ccc23)nc1)c1cccs1	-1.5%[57.5 µM]
CC(C)(C)C(=O)Cn1ncc(Br)c(Br)c1=O	-13.0%
CC(C)=CCN1CCN(Cc2ccc(C#CC(C)(C)O)cc2)CC1CCO (centres undefined)	-14.8%
O=C(CSc1nnnn1-c1ccccc1F)NNC(=O)c1ccco1	-1.4%
Nc1nnn(CC(=O)N/N=C/c2ccccc2)n1	1.9%[57.5 µM]
Cc1cc(SCC(=O)c2ccc(O)c(O)c2)n2nc(C)c(-c3ccccc3)c2n1	?
CCOC(=O)C1CCN(C(=O)COc2ccc(S(=O)(=O)N3CCCC3)cc2C)CC1	-0.9%
COc1ccccc1N1CCN(C(=O)CN2C(=O)C3CCCCC3C2=O)CC1 (centres undefined)	-3.0%
O=S(Cc1ccc(Br)cc1)Cc1nnc(SCc2c(F)cccc2Cl)n1-c1ccccc1 (centres undefined)	2.3%
O=C(NCc1ccc(Cl)cc1)C(=O)NCC1OCCN1C(=O)c1cccs1 (centres undefined)	0.7%
Cc1ccc(C(=O)COC(=O)CNC(=O)CNC(=O)c2ccc(C)cc2)cc1	6.4%
CC(C)(C)N(Cc1cc2ccccc2[nH]c1=O)C(=O)c1ccco1	-4.4%
Cc1ccc(-n2c(N)c(C(=O)Nc3ccccc3F)sc2=S)cc1C	-11.4%
O=C1OCCC1Sc1nnc(-c2ccc3c(c2)OCO3)o1 (centres undefined)	2.4%
COc1ccc(C(CC(=O)O)NC(=O)c2ccccc2[N+](=O)[O-])cc1 (centres undefined)	-3.1%[57.5 µM]
CCN1CCN(c2cc(C(C)C)nc3c(-c4ccccc4)c(C)nn23)CC1	1.3%[57.5 µM]
CN1CCN(CCCNC(=O)c2ccc(/C=C3/Sc4ccccc4N(Cc4cccc(Cl)c4)C3=O)cc2)CC1	-8.2%
O=C(CCCNS(=O)(=O)c1ccc(Cl)c(Cl)c1)NCCc1ccccn1	-0.4%
CCOc1ccc(C2C([N+](=O)[O-])=C(C)N(C)C(=O)N2C)cc1OC (centres undefined)	35.4%
CC(C)OC(=O)CSc1nnc(CNc2cccc(Cl)c2)n1C	-1.4%
COc1ccc(NS(=O)(=O)c2ccc(O)c(C(=O)OCC(=O)Nc3ccc4c(c3)OCCO4)c2)cc1	-3.7%
N/C(=N\OC(=O)c1ccc(Cl)c([N+](=O)[O-])c1)c1ccccn1	-3.0%[57.5 µM]
Cc1cccc(Nc2nnc(SCC3CCCCO3)s2)c1 (centres undefined)	1.0%
Cc1ccc(C)c(N2CCN(C(=O)CCc3nc4ccccc4[nH]3)CC2)c1	11.2%
CCC(=O)O[C@H]1C(O[C@@H]2C(C)[C@H](O[C@H]3C[C@@](C)(OC)C(O)C(C)O3)C(C)C(=O)OC(CC)[C@@](C)(O)C(O)[C@H](C)C(=O)C(C)C[C@]2(C)O)OC(C)CC1N(C)C (some centres undefined)	?
CSc1nnc2c(n1)OC1(Nc3ccccc3-2)C(=O)Nc2ccccc21 (centres undefined)	-3.8%
Cn1cc(CNCc2cn(C)nc2-c2ccc(C3CCCCC3)cc2)cn1	1.1%
Cc1cc(C)n2nc(C(=O)NC(c3ccccc3)c3ccccc3)nc2n1	-4.0%
C/C(CC(=O)Nc1cc(C)ccn1)=N\NC(=O)C(=O)NC(C)C	-4.0%
N#CC1=C2N=C(N)c3ccccc3N2C2=C(C(=O)CCC2)C1c1ccccc1F (centres undefined)	6.3%[57.5 µM]

New compounds follow.
SMILES	ERK EGF block
CCN(CC)CCNC(=O)Cc1nn(Cc2ccccc2)c(=O)c2ccccc12	-1.5%
O=C1CNC(=O)/C1=C/c1ccccc1	13.2%
CS(=O)(=O)Nc1cccc(C2=NN(S(=O)(=O)c3ccc(F)cc3)C(c3cccs3)C2)c1 (centres undefined)	-1.6%
CCOC(=O)C1=C(O)/C(=C/c2ccccn2)SC1=Nc1ccc(Cl)cc1	5.7%
Cn1ncc([N+](=O)[O-])c1C(=O)Nc1ccc(C2CCCCC2)cc1	-4.5%
COc1ccc(CN(C)CC(=O)Nc2sc3c(c2C#N)CCC3)c(OC)c1	-2.8%
O=C(N/N=C/c1ccccc1[N+](=O)[O-])c1cnccn1	-6.9%[57.5 µM]
Cc1cccc(Nc2nc(N)c([N+](=O)[O-])c(N3CC(C)CC(C)C3)n2)c1 (centres undefined)	1.5%
CCOC(=O)C1=C(O)/C(=C\c2cccs2)N=C1C	4.5%
Cc1cc(C)n2nc(SCCC(=O)NCc3ccccc3)nc2n1	-3.0%
Cc1ccccc1NC(=O)c1ccc2snnc2c1	-2.0%
CCN(Cc1ccccc1)S(=O)(=O)c1cc(C(=O)NCC2CCCCC2)ccc1OC	-2.3%
CC1(C)Cc2nc3sc4c(=O)n(Cc5ccccc5)cnc4c3cc2CS1	-5.1%
Cc1cc(=O)c2c(O)cc(O)c(C)c2o1	3.7%
NNC(=O)c1cc2c(ccc3ccccc32)o1	-8.7%
COc1cc(C2C3=C(CCCC3=O)Nc3[nH]n(-c4ccccc4)c(=O)c32)ccc1OC(C)=O (centres undefined)	0.3%
CC(C)OC(=O)CSc1nc2c(cc1C#N)CCCCC2	0.6%
Cc1ccc(Cn2nc(C)c(/C=N/NC(=O)c3cccnc3)c2C)cc1	-6.9%
CC(C)c1ccc2c(c1)C1Cc3ccccc3C1N2 (centres undefined)	?
Cc1ccc2[nH]c3c(Cl)ncnc3c2c1	-8.9%[57.5 µM]
[N-]=[N+]=Nc1nc2c(N)ncnc2n1C1OC(CO)C(O)C1O (centres undefined)	23.9%
O=C(Cc1ccccc1)NCCSCc1ccccc1	8.5%
O=C(CSc1nnc(-c2ccncc2)n1Cc1ccco1)Nc1cccc(O)c1	-2.2%
O=C(Nn1cc(C(=O)Nc2ccccc2F)c2ccccc2c1=O)c1cnccn1	2.5%
Cn1c(=O)c(=O)n(C)c2cc(S(=O)(=O)NCCOc3ccccc3)ccc21	-2.1%
OCCOCCN1CCN(C(=S)Nc2ccccc2)CC1	-4.0%
O=C(c1cccc(F)c1)N1CCC[C@@]2(CCN(c3ccccn3)C2)C1	-3.0%
CCCCc1nnc2c(N(C)S(=O)(=O)c3ccc(C)cc3)nc3ccccc3n12	-2.0%[57.5 µM]
COc1ccc([C@@H]2OC2(C(N)=O)C(N)=O)cc1	10.0%[57.5 µM]
Nc1cc(=O)[nH]c(SCC(=O)Nc2cccc([N+](=O)[O-])c2)n1	-6.0%[57.5 µM]
FC(F)Oc1ccc(NC(=S)NNc2ccnc3cc(Cl)ccc23)cc1	6.6%
Cc1sc2ncn(CC(=O)Nc3ccccc3F)c(=O)c2c1-c1ccccc1	23.7%
O=C1CC(c2ccccc2)CN1C(=O)c1cccc([N+](=O)[O-])c1 (centres undefined)	-9.0%
Cc1ccc(NC(=S)N(CCN(C)C)Cc2cc3cc(C)ccc3[nH]c2=O)cc1	-0.9%
O=C(COC(=O)c1cc2ccccc2cc1O)NC(=O)NCc1ccco1	12.9%
CCOc1cc(NC(=S)NCCCN2CCOCC2)c(OCC)cc1NC(=O)c1cccs1	5.8%

Looked up above:
ERK EGF block with Cc1sc2ncn(CC(=O)Nc3ccccc3F)c(=O)c2c1-c1ccccc1 reads 23.7%
ERK EGF block with CCOc1cc(NC(=S)NCCCN2CCOCC2)c(OCC)cc1NC(=O)c1cccs1 reads 5.8%
ERK EGF block with O=C(c1cccc(F)c1)N1CCC[C@@]2(CCN(c3ccccn3)C2)C1 reads -3.0%

(listing goes on)
SMILES	ERK EGF block
COc1ccc(C(CCN2CCN(c3ccccc3)CC2)c2c(OC)cc(OC)c3c(-c4ccccc4)cc(=O)oc23)cc1 (centres undefined)	-10.2%[57.5 µM]
Clc1ccc(CSc2ccc(-c3ccco3)nn2)cc1	-4.5%
CCC(=O)N1CC2(CC(c3cccc(NC(=O)COc4ccc(Cl)cc4)c3)=NO2)C[C@@H]1C(N)=O (some centres undefined)	-0.6%[57.5 µM]
O=C1CCC(CCC(=O)N2CCCC(C(=O)c3ccc4c5c(cccc35)CC4)C2)=NN1 (centres undefined)	-14.7%[57.5 µM]
Cc1c(C(=O)NCc2ccccc2)oc2c1C(=O)CCC2	10.9%
CN(C)CC(C)(C)CNC(=S)NCc1ccc2c(c1)OCO2	4.7%
O=C(c1cccc(S(=O)(=O)N2CCOCC2)c1)N1CCN(S(=O)(=O)c2cccs2)CC1	0.8%
O=P1(O)Oc2c(c(-c3ccccc3)cc3ccc4ccccc4c23)-c2c(-c3ccccc3)cc3ccc4ccccc4c3c2O1	-2.1%
COc1ccc(C(=O)Nn2c(SCc3cccc([N+](=O)[O-])c3)nc3ccccc3c2=O)cc1	-14.3%
COCCN=C1Sc2nc3cc(C)c(C)cc3cc2CN1Cc1cccs1	-12.8%[57.5 µM]
CCOC(=O)CN(c1ccccc1)S(=O)(=O)c1ccc(F)cc1	2.4%
S=C(NCc1cccnc1)Nc1ccc(Oc2ccccc2)cc1	-0.8%

Given as a markdown table: entries from further up.
| SMILES | ERK EGF block |
| --- | --- |
| COc1cc([N+](=O)[O-])cc(/C=N/NC(=O)Cn2cncn2)c1O | 8.8%[57.5 µM] |
| COCCNC(=O)CCCC(=O)NCCOC | -5.4% |
| COc1ccc(/C=N/NC(=O)Cc2cc(OC)c(OC)cc2[N+](=O)[O-])cc1 | -7.7% |

Three of the entries above in order of the ERK EGF block value, smallest number first:
| SMILES | ERK EGF block |
| --- | --- |
| O=C(c1cccc(S(=O)(=O)N2CCOCC2)c1)N1CCN(S(=O)(=O)c2cccs2)CC1 | 0.8% |
| CN(C)CC(C)(C)CNC(=S)NCc1ccc2c(c1)OCO2 | 4.7% |
| Cc1c(C(=O)NCc2ccccc2)oc2c1C(=O)CCC2 | 10.9% |

Carrying on:
SMILES	ERK EGF block
COc1ccc(CNS(=O)(=O)NCc2ccccc2)cc1OC	1.1%
CCOC(=O)CNNC(=O)Nc1ccc(Cl)c(Cl)c1	-15.2%
Fc1ccc(-c2nc(-c3cnccn3)no2)c(Cl)c1	7.0%[57.5 µM]
O=c1c([N+](=O)[O-])c(NC2CCCCC2)c2ccccc2n1-c1ccccc1	-3.4%
CCOC(=O)C1=NOC(Cn2cc(C(C)=O)c(=O)[nH]c2=O)C1 (centres undefined)	-2.5%
CCSc1nc2c(c(=O)[nH]c(=O)n2C)n1CC(O)COc1ccccc1 (centres undefined)	3.8%
S=C(NCCCN1CCOCC1)Nc1ccc(-c2nc3ccccc3[nH]2)cc1	?
CCc1ccc(C2C(C(C)=O)=C(C(=O)OC)Nc3nnnn32)cc1 (centres undefined)	-7.0%
CC(C)Oc1ccc(CCC(=O)NNC(=S)Nc2ccccc2)cc1	22.3%[57.5 µM]
CCN1CCN(CC2CC3C=CC2C3)CC1 (centres undefined)	-0.6%
NS(=O)(=O)c1ccc(NC(=S)N2CCN(c3cccc(Cl)c3)CC2)cc1	-3.0%
C(=N\N1CCN(Cc2cccc3ccccc23)CC1)/c1cccs1	?
Cc1ccc(/C([O-])=C(/C(=S)NCc2ccccc2)[n+]2cccc(CO)c2)cc1[N+](=O)[O-]	6.8%
COc1cccc(CNC(=O)CCSCc2ccccc2F)c1	-0.3%

From PubChem
